Bioassay records from PubChem.
FXIIa inh mix: blocks human factor XIIa in pooled compound mixtures; P00748; purified FXIIa, fluorogenic substrate; inhibition, % at 5 µM; 62,000 tested, 0.2% active; AID 684;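 also: 0% = enzyme without compound and 100% = no enzyme blank; some results filed as inactive read as strong as hits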
C1s block: human complement C1s inhibition; AID 538; mean inhibition % of two 10-compound mixtures (active compounds read high), % at 5 µM (by protocol); purified C1s, fluorogenic AMC substrate, pooled mixtures; 62,000 tested, 0.16% active; P09871;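 active = inhibition above 20% in each of the two 10-compound mixture wells holding the compound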;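 also: 0% = enzyme wells lacking compound mixture and 100% = no-enzyme blank wells; some compounds called inactive have numbers as strong as hits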
Cathepsin G inh: cathepsin G (human) inhibition; 62,000 tested, 0.2% active; purified enzyme, AMC-tetrapeptide fluorescence, pooled mixtures; inhibition, % at 5 µM (by protocol); P08311;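 active = inhibition above 20% in each of the two mixture wells holding the compound; inactive = inhibition of 20% or less in either well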;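 also: 0% = enzyme control without mixture and 100% = blank lacking enzyme; strong numbers were not always called active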
CatL block: blocks human cathepsin L protease activity. P07711. purified cathepsin L, fluorogenic substrate, fluorescence. inhibition, %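 (tested at 10 µM)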. 58,000 tested, 0.17% active. AID 460; in the data active = inhibition above about 45%;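 also: 0% = enzyme with no compound and 100% = no enzyme blank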
CatB mixtures: human cathepsin B inhibition by mixtures | P07858 | Purified cathepsin B, AMC dipeptide fluorescence, compound mixtures | AID 488 | inhibition, %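 (ten-compound pools at 5 µM per compound and 50 µM total)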 | 62,000 tested, 0.06% active; in the data active = inhibition above about 22%, passing the limit was not always enough;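 also: 0% = enzyme without compound and 100% = no enzyme blank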
Abs 340nm: absorbance at 340 nm. fold change at 10 µM. 65,000 tested, under 10 active. AID 708. compound absorbance at 340 nm, fold over control;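 active = at 10 µM dose, initial 340 nm absorbance at least 2 fold that of control wells; inactive = change under 2 fold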;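 also: initial absorbance extrapolated from kinetic A340 decline of NADH oxidation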
FXIa mix inh: factor XIa (human) inhibition, mixture screen; 62,000 tested, 0.19% active; inhibition, % at 5 µM; purified FXIa, fluorogenic substrate, pooled mixtures;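 also: each value is inhibition by a whole ten-compound pool holding the compound; 0% = enzyme with no mixture and 100% = wells lacking enzyme; strong numbers were not always called active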
Target sequence (P03951 19-387 limits assumed): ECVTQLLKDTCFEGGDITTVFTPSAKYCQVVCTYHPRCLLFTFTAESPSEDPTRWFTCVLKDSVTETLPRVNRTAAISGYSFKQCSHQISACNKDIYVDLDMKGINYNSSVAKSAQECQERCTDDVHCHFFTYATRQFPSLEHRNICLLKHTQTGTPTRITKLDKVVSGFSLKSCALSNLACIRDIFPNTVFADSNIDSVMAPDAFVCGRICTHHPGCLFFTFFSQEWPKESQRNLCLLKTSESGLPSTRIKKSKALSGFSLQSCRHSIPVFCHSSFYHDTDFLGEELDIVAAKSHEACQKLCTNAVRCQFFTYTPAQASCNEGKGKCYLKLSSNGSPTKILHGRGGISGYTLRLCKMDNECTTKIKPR
Target sequence (P03951 388-625 limits assumed): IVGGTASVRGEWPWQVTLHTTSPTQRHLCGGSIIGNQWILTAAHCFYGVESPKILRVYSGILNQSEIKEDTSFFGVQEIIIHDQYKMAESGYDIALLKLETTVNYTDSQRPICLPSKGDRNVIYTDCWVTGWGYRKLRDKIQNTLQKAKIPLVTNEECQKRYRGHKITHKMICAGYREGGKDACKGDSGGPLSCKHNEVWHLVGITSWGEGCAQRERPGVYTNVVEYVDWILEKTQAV
CatS inh: blocks human cathepsin S protease activity; recombinant cathepsin S, AMC dipeptide fluorescence, pooled mixtures; 62,000 tested, 0.06% active; inhibition, %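 (tested at 5 µM per compound within 10-compound mixtures)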; in the data active = inhibition above about 32%, passing the limit was not always enough;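 also: 0% = enzyme without compound and 100% = blank without enzyme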
Target sequence (P25774 115-331 limits assumed): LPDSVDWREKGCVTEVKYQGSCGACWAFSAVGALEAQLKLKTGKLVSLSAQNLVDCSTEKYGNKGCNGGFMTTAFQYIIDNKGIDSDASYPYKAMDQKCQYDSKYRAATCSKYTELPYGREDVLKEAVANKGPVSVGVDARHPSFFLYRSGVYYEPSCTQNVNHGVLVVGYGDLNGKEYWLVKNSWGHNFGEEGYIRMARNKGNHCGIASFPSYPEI
CatB inh: human cathepsin B inhibition. AID 453. 63,000 tested, 0.1% active. inhibition, %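 (tested at 10 µM)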. purified cathepsin B, fluorogenic substrate, fluorescence. P07858; in the data active = inhibition above about 21%;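 also: 0% = enzyme with no compound and 100% = no enzyme blank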
Numbers without * were called inactive; / = no result given. Rule as the data show it, unless noted: active = inhibition above about 20% (passing the limit was not always enough); inactive = the rest.

SMILES	FXIIa inh mix	C1s block	Cathepsin G inh	CatL block	CatB mixtures	Abs 340nm	FXIa mix inh	CatS inh	CatB inh
CCc1nn(CC(=O)NCCCN2CCCC2=O)c(=O)c2cc3sccc3n12	7.1	-13.9	-1.3	-3.2	1.3	1.05	9.8	-3.7	2.1
COC(=O)C1CCN(C(=O)c2ccc(SC)cc2OC)CC1	-0.3	14.0	12.6	10.1	3.5	0.97	1.6	7.5	9.2
COc1ccc(C(=O)N(c2ccccc2)C2C=CS(=O)(=O)C2)cc1 (stereo not given)	5.0	-4.3	7.6	-17.7	1.8	1.01	-2.5	1.5	0.7
Cc1ccc(Cn2nc(C)c(NC(=O)c3cc(-c4ccco4)on3)c2C)cc1	-13.6	-11.2	6.6	-6.8	0.9	0.97	2.4	-8.3	1.2
O=C(Cn1cnc2ccccc2c1=O)NCCC(=O)N1CCN(c2ccccc2)CC1	7.5	3.5	3.6	-1.9	3.1	0.98	1.6	-1.6	-6.3
c1ccc(-c2cc(CSc3nc4ccccc4[nH]3)on2)cc1	3.6	16.7	13.2	-9.1	5.9	1	8.5	6.1	-0.9
CCOC(=O)CSc1nc2c(sc(=S)n2Cc2ccco2)c(=O)n1-c1ccc(F)cc1	7.6	4.9	11.1	8.7	4.0	1.16	1.6	2.0	1.1
COCCCNC(=O)CSc1nc2ccccc2c(=O)n1CCCC(=O)NCC1CCCO1 (stereo not given)	-1.8	0.0	5.1	-1.7	-0.9	1.04	6.0	-5.7	-1.9
COc1ccc(-c2nnc(SCC(=O)Nc3cccc(Cl)c3)o2)cc1	6.9	4.9	2.1	/	3.5	1.03	4.1	14.6	-1.3
Cc1c(OCc2ccccc2)c(=O)ccn1Cc1ccccc1	-1.5	1.1	5.8	-1.4	1.5	1.02	1.0	-2.9	-0.9
Cc1ccc2c(c1)-c1c(cnn1CC(=O)Nc1ccccc1N1CCN(C)CC1)CO2	4.4	-14.9	5.1	8.1	1.7	1	-2.9	-7.4	0.8
O=C(COC(=O)C1CCCN1S(=O)(=O)c1ccc(Cl)cc1)Nc1ccc2c(c1)OCO2 (stereo not given)	9.3	-56.7	-9.7	10.6	-6.1	0.99	-9.1	6.1	6.6
Cc1occc1C(=O)Nc1cc(C(F)(F)F)ccc1Cl	-2.5	-96.4	-33.0	0.8	-6.5	1.04	-24.8	-13.9	5.9
CCCCn1c(=O)[nH]c2ccccc21	7.6	-4.4	-2.5	-6.9	-0.3	1.11	8.0	-11.1	-1.8
CCC(=O)N1CCc2cc(S(=O)(=O)N3CCN(C(=O)c4ccco4)CC3)ccc21	-0.7	-190.5	-13.5	-9.0	-3.6	1.06	5.2	-19.9	-2.6
S=C(c1ccc(-c2cccc(Cl)c2)o1)N1CCOCC1	-11.8	16.4	10.1	7.1	2.6	1.13	3.4	3.2	3.0
Cc1ccccc1CN1CCN(S(=O)(=O)c2ccc(F)cc2)CC1	-16.5	-18.8	-2.7	12.2	7.1	1.09	0.2	0.6	2.9
CC(C(=O)Nc1nc2ccccc2[nH]1)N1C(=O)C2CC=CCC2C1=O (stereo not given)	10.1	-7.6	-2.7	/	-1.9	1.02	-3.6	-5.2	2.6
CN(C)CCNC(=O)c1cc2cc(Br)ccc2oc1=O	1.9	1.4	-0.3	-2.6	-3.6	1.07	4.9	-3.2	-0.8
On1c(-c2ccco2)nc2c1CCc1nonc1-2	5.0	-36.7	1.0	6.0	-6.6	1.14	-8.6	-13.6	-1.8
C#CCNc1nc(C)nc2c1nnn2Cc1ccccc1F	-14.1	-8.2	3.7	1.6	-1.7	0.99	3.9	5.3	-1.9
COc1cc(C(C)=O)ccc1OCC(O)CN1CCN(S(=O)(=O)c2ccccc2)CC1 (stereo not given)	-5.3	1.3	-3.8	/	-1.0	1.05	-0.4	-8.6	1.8
Cc1ccc(CNC(=O)CCCn2c(=O)c3ccccc3n(CC(=O)NC3CCCC3)c2=O)cc1	-20.5	13.7	9.1	-7.9	2.1	0.97	2.6	-9.8	2.0
COc1ccc(NC(=O)CSc2nc(O)c(Cc3ccccc3)c(=O)[nH]2)cc1	3.8	-20.6	-3.0	5.1	0.5	1.05	-5.7	4.0	-0.4
COc1ccc(NS(=O)(=O)c2ccc(NC(C)=O)cc2)cc1OC	12.6	-7.8	9.1	1.4	2.7	1.06	-5.5	9.8	0.6
O=C(Cc1cccs1)Nc1nnc(CCc2ccccc2)s1	3.0	-2.5	-37.0	-1.6	4.1	0.98	6.7	5.4	-4.4
CC(=O)NC1CC(C)(C)N(OC(C)=O)C(C)(C)C1	0.9	-0.6	-1.2	/	0.1	1.06	-0.3	-5.7	0.4
COc1ccc(OC)c(S(=O)(=O)N(C)CC(=O)N2CCN(c3ccccc3)CC2)c1	10.8	1.5	-1.3	-0.2	4.7	1.04	6.1	-3.7	-4.5
CCN(CC)C(=O)c1ccc(C)c(Br)c1	9.5	2.3	8.4	1.8	1.5	1.04	0.2	-3.6	2.7
CCN1CCN(CC(=O)Nc2ccccc2)C(=O)C1=O	14.6	-10.6	-0.9	/	1.8	1	6.3	-2.0	2.6
c1ccc2[nH]c(N3CCOCC3)nc2c1	0.1	15.5	11.5	-3.6	3.7	1.01	5.8	13.1	5.0
CC(=O)OC1COC(n2ccc3ccccc32)C(OC(C)=O)C1OC(C)=O (stereo not given)	7.2	-24.8	7.9	5.8	2.3	1.01	5.5	-7.7	6.0
CCCn1c(-c2ccc(F)cc2)cnc1SCC(=O)O	12.3	1.5	4.0	-0.5	2.1	0.97	11.2	/	0.2
CS(=O)(=O)N(CC(N)=O)c1ccc(F)c(Cl)c1	2.3	3.4	10.1	21.7	-3.5	1.01	0.3	3.7	2.4
COc1ccc(NCc2nnc(SCC(=O)N3CCCc4ccccc43)n2C)cc1	0.0	-6.7	-3.0	0.1	-7.0	1.05	3.2	-3.8	-4.9
Cc1n[nH]c(=O)nc1NCc1ccccc1	-0.8	-18.7	-8.3	19.7	1.9	1.01	4.4	19.7	4.2
OC(COc1c(F)cc(Br)cc1F)CN1CCN(c2ccc(F)cc2)CC1 (stereo not given)	-10.9	12.2	7.8	19.4	4.8	0.98	9.4	9.3	1.7
Cc1onc(-c2ccccc2Cl)c1C(=O)N1CC(C)OC(C)C1 (stereo not given)	4.9	-8.0	-0.2	1.9	1.7	1.03	5.5	-6.8	3.8
O=c1[nH]c(=S)[nH]nc1Cc1ccccc1	7.8	0.0	1.3	/	-0.8	1	4.1	-0.8	-2.3
Cc1ccc(CNC(=O)CCCNS(=O)(=O)c2cccc3nonc23)cc1	2.0	0.9	-1.8	-8.9	2.8	1.06	7.7	-3.4	-1.6
CC1(C)Oc2ccc(C(=O)N3CCCCC3)cc2N(CC(=O)NCc2ccccc2)C1=O	7.8	-4.8	7.1	32.1	-3.8	1.03	2.3	-2.2	-3.0
Cc1[nH]c2ccccc2c1CCC(N)=O	-13.2	-1.7	8.2	24.3	-2.9	1.03	-1.7	-3.5	-0.5
COc1ccccc1N1CCN(C(=O)c2cnn3cccnc23)CC1	-14.5	-5.9	5.3	-2.4	-6.9	1.04	6.4	-3.6	-3.2
COc1ccc(-c2cc(C(F)(F)F)nc(SCC(=O)N3CC(C)OC(C)C3)n2)cc1OC (stereo not given)	3.5	-5.9	2.6	-24.8	-0.5	1.17	-1.2	-3.7	5.3
CSCCC(NS(=O)(=O)/C=C/c1ccccc1)C(=O)N1CCC(C)CC1 (stereo not given)	13.0	-10.3	-1.5	7.9	-0.1	1.02	-3.1	-1.3	-2.2
CCn1c(=O)cc(SCC(=O)NCC2CCCO2)c2ccccc21 (stereo not given)	0.5	3.4	3.6	1.3	7.8	1.01	7.0	3.6	-3.1
Cc1ccc(CCC(=O)Nc2nccs2)o1	-19.5	-19.9	-5.4	-3.7	2.7	1.01	4.0	17.5	-4.0
COc1ccc(CNC(=O)C2CCCN2S(=O)(=O)c2ccccc2)cc1 (stereo not given)	10.9	-5.0	0.7	-5.7	7.9	1.01	17.5	18.8	-1.9
Cc1nc(C)c(C(=O)C2=C(O)C(=O)N(CCCn3ccnc3)C2c2ccc(Cl)cc2)s1 (stereo not given)	-0.7	-1.2	0.7	14.2	4.8	1.12	-0.3	0.7	-4.1
COc1cccc(OCC(=O)N(Cc2nc(-c3ccc(Cl)cc3)no2)C(C)C)c1	-13.0	0.7	-0.6	3.1	1.3	1.05	7.0	1.0	0.6
COc1ccc(C)cc1NC(=O)C1CCCN1S(=O)(=O)c1ccc2c(c1)CCC(=O)N2 (stereo not given)	3.7	-18.6	8.9	/	2.9	1.04	3.1	1.1	3.6
COc1ccc2ccccc2c1C1CC(=O)N2CN(C3CCCCC3)CSC2=C1C#N (stereo not given)	-13.5	2.8	11.9	1.2	1.5	1.08	3.8	14.5	2.7
CC1=CC(=C2C(=O)c3ccccc3C2=O)C=C(C)N1C	-14.4	-0.1	8.8	14.5	5.6	1.14	-3.9	5.4	1.8
O=C(C1CCCO1)N1CCc2ccccc21 (stereo not given)	-0.9	-0.3	-0.7	1.0	5.1	0.99	4.2	-1.9	6.8
CCOC(=O)NCC(C)(C)CNC(=O)OCC	7.1	-13.2	-5.5	1.8	2.7	1.03	-0.9	-0.5	-3.0
CC(C)NC(=O)C1CCN(C(=O)C(C(=O)c2ccccc2)n2cc(Cl)ccc2=O)CC1 (stereo not given)	2.5	-1.9	3.4	-17.2	-3.6	1	11.9	7.4	-3.2
CCOCCn1c(SCCc2ccccc2)nc2c1c(=O)[nH]c(=O)n2C	-3.9	-14.5	-13.0	-1.4	1.1	1.02	2.4	-2.5	1.7
COc1ccc(C2C(C(N)=O)=C(C)Nc3nc(-c4ccccc4OC)nn32)cc1OC (stereo not given)	9.1	-20.3	3.3	3.1	-2.0	1.01	-0.8	4.4	-0.1
O=C(CCc1ccccc1)Nc1ncc2c(n1)CCCC2=O	-0.9	20.4	12.1	-0.1	4.3	1	8.7	5.4	2.7
O=C(CCCN1C(=O)c2ccccc2C1=O)NCCCN1CCOCC1	4.4	1.9	1.7	13.3	0.0	1.02	-0.6	3.1	-2.0

A few values from above.
O=C(COC(=O)C1CCCN1S(=O)(=O)c1ccc(Cl)cc1)Nc1ccc2c(c1)OCO2 (stereo not given) in FXIa mix inh = -9.1
COc1ccc(NC(=O)CSc2nc(O)c(Cc3ccccc3)c(=O)[nH]2)cc1 in FXIIa inh mix = 3.8

(cont.)
SMILES	FXIIa inh mix	C1s block	Cathepsin G inh	CatL block	CatB mixtures	Abs 340nm	FXIa mix inh	CatS inh	CatB inh
CCCSc1nnc(Sc2nnnn2-c2ccccc2)s1	1.4	-2.0	-2.1	-6.3	-2.2	1.01	8.1	-1.7	-2.0
CS(=O)(=O)c1ccc(Cl)c(NC(=O)C2CC(=O)N(Cc3ccccc3)C2)c1 (stereo not given)	6.0	-5.4	7.8	/	-3.3	1.01	-2.8	6.5	2.6
COCCn1c(SCC(=O)Nc2nnc(C)s2)nnc1-c1cc2ccccc2cc1O	3.8	-6.2	7.0	3.7	-6.7	1.01	-2.9	0.3	0.2
CCCCOC(=O)C1C2C=CC3(CN(CCc4ccccc4)C(=O)C13)O2 (stereo not given)	1.8	0.5	5.1	-4.7	1.4	1.04	1.3	0.1	1.1
Cc1cc(/C(=N/O)C(C)(C)NO)ccc1Cl	-5.5	1.3	-2.0	10.1	1.4	1.03	10.9	20.2	5.1
CCCc1c(OCCCCc2nn[nH]n2)ccc(C(C)=O)c1O	4.7	14.9	8.6	2.0	1.8	0.97	7.3	-30.2	10.4
O=C(NCc1ccc2c(c1)OCO2)c1cccc(S(=O)(=O)N2CCOCC2)c1	2.3	4.2	16.5	9.2	3.2	1.03	8.1	-1.6	5.8

Some of the compounds tested (hit frequency here may not be typical).
